Screening data: PubChem, National Center for Advancing Translational Sciences (NCATS)
BRCT PPI green: qHTS Assay for Inhibitors of BRCT-Phosphoprotein Interaction (Green Fluorophore) | AID 875, 2007 | BRCA1 BRCT-phosphopeptide binding, green fluorescence polarization | 75,000 tested, 0.05% active | Breast cancer type 1 susceptibility protein (Homo sapiens), P38398 | Potency, µM (doses to about 76.9 µM), without a hit: top-dose activity change, negative = inhibition, hits mostly inhibitors;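 note: potency is the fitted concentration of half-maximal effect; plate controls were peptide without protein for full effect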
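Fluorescence polarization: His-tagged BRCT (~35 kDa BRCA1 C-terminus, 250 nM) bound to 100 nM fluorescein-labeled phosphorylated 10-aa BACH1 peptide, pH 7.3 phosphate buffer with DTT and Tween 20. Compounds incubated 12 min at room temperature; inhibition read as lowered polarization.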
TexasRed autofl: qHTS Assay for Spectroscopic Profiling in Texas Red Spectral Region; Compound fluorescence, Texas Red channel, 547/618 nm; stronger effect = higher value; max dye-equivalent concentration, M; 59,000 tested, 0.06% active; AID 587, 2007; in the data active = max dye-equivalent concentration above about 10 nM; inconclusive = between about 1.1 nM and that limit
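Compound fluorescence was read after 15 min at room temperature in 100 mM Tris, pH 8.0, using 547 nm excitation and 618 nm emission across a concentration series. It was expressed as Texas Red dye-equivalent concentration from an on-plate standard curve.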
BRCT PPI red: qHTS Assay for Inhibitors of BRCT-Phosphoprotein Interaction (Red Fluorophore); 75,000 tested, 0.03% active; Potency, µM (doses to about 76.9 µM), inactives show at the highest dose activity change, negative = inhibition, hits mostly inhibitors; Breast cancer type 1 susceptibility protein (Homo sapiens), P38398; BRCT-phosphopeptide binding, red fluorescence polarization; note: % is set by controls: 0 for no effect and ±100 for the full control effect
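Fluorescence polarization: 100 nM His-tagged BRCA1 BRCT with 100 nM TAMRA-labelled phospho-BACH1 decapeptide, phosphate buffer pH 7.3 with 150 mM NaCl, DTT, 0.01% Tween 20; 12 min RT. Binding inhibition seen as FP decrease.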
Fluorescein fluor: qHTS Assay for Spectroscopic Profiling in Fluorescein Spectral Region; Compound autofluorescence, 480/540 nm, fluorescein-equivalent; stronger effect = higher value; 59,000 tested, 0.91% active; max fluorescein-equivalent concentration, M; in the data active = max fluorescein-equivalent concentration above about 10 nM; inconclusive = between about 1.1 nM and that limit
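Normalized response (dye-equivalent concentration) derives from comparing each well's 540 nm emission, under 480 nm excitation, with plate-resident fluorescein standards. Compounds were held in 100 mM Tris, pH 8.0, for 15 min at room temperature.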
HEK293 cAMP ctrl: qHTS Assay for Agonists of the Thyroid Stimulating Hormone Receptor: Activators of Intracellular cAMP Concentrations in Parental HEK 293; parental HEK293 CNG cAMP sensor, membrane potential fluorescence; AID 938, 2007; Potency, µM (series often up to 57.1 µM), without a hit: at the highest dose activation, most hits filed as activators; 73,000 tested, 2.5% active; note: potency is the fitted concentration of half-maximal effect; % of control where 0% means no effect; nearly all actives have a fitted effect of over 55% in size
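Parental HEK 293 cells stably expressing a modified CNG channel (no TSHR) report cAMP rise as membrane depolarization. Membrane potential dye with 100 uM RO 20-1724 was loaded for 60 min at room temperature, then compound added for 30 min; fluorescence read at 590 nm.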
Rhodamine autofl: qHTS Assay for Spectroscopic Profiling in Rhodamine Spectral Region | Rhodamine-region fluorescence, 547/598 nm, Tris buffer; stronger effect = higher value | max dye-equivalent concentration, M | 59,000 tested, 0.05% active | AID 594, 2007; in the data active = max dye-equivalent concentration above about 11 nM; inconclusive = between about 1.1 nM and that limit
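Compounds in 100 mM Tris buffer, pH 8.0, were incubated 15 min at room temperature, then read at 547 nm excitation and 598 nm emission. Fluorescence was normalized against a per-plate six-point rhodamine standard curve as dye-equivalent concentration.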
A350 fluor: qHTS Assay for Spectroscopic Profiling in A350 Spectral Region | Compound autofluorescence, 340/450 nm, Alexa 350 dye-equivalents; stronger effect = higher value | max dye-equivalent concentration, M | 59,000 tested, 11% active; in the data active = max dye-equivalent concentration above about 10 nM; inconclusive = mostly about 1.1 nM to 9.6 nM
Caspase-1 inhib: qHTS Assay for Allosteric/Competitive Inhibitors of Caspase-1 | P29466 | Caspase-1 enzyme, Ac-WEHD-AFC fluorogenic rate | Potency, µM (doses to about 57.5 µM), without a hit: top-dose activity change, negative = inhibition, actives largely listed as inhibitors | 75,000 tested, 0.03% active;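 note: potency is the fitted concentration of half-maximal effect; plate controls were vehicle for no effect and no substrate for full effect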
USP2a inh: qHTS Assay for Inhibitors of Ubiquitin-specific Protease USP2a | Ubiquitin carboxyl-terminal hydrolase 2 (Homo sapiens), O75604 | USP2a enzymatic assay, qHTS inhibition | Potency, µM (series often up to 38.3 µM), for the others: at the top dose activity change, negative = inhibition, usual class: inhibitors | 60,000 tested, 0.1% active;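 note: potency is the fitted concentration of half-maximal effect; nearly all actives have a fitted effect of over 60% in size; plate controls were DMSO for no effect and NEM full inhibition control for full effect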
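Inhibition is measured in a cell-free coupled assay with 20 nM USP2 core, 20 nM Ub-PLA2 and 20 uM NBD C6-HPC, 2.5 h incubation. Activity normalized to NEM control.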
Caspase-7 inhib: qHTS Assay for Allosteric/Competitive Inhibitors of Caspase-7; Potency, µM (titrated, usually from 57.5 µM), for the others: at the highest dose activity change, negative = inhibition, hits mostly inhibitors; recombinant caspase-7, Ac-DEVD-AFC fluorescence rate; 75,000 tested, 0.02% active; AID 889, 2007; P55210; active = well fitted inhibition curve with a large enough effect in the main read-out, with a control signal flat, not every such curve was filed as active; inconclusive = small, poorly fitted or top-dose-only effect, or a change in a side signal; note: potency is the fitted concentration of half-maximal effect; % of control where 0% means no effect
4MU fluor: qHTS Assay for Spectroscopic Profiling in 4-MU Spectral Region; compound autofluorescence, 340/450 nm, 4-MU equivalents; stronger effect = higher value; max dye-equivalent concentration, M; 59,000 tested, 11% active; AID 589, 2007; in the data active = max dye-equivalent concentration above about 10 nM; inconclusive = mostly about 1.1 nM to 9.6 nM
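Compounds in 100 mM Tris, pH 8.0, sat 15 min at room temperature before fluorescence was read at 340 nm excitation/450 nm emission; a per-plate six-point 4-MU standard curve converted signals to dye-equivalent concentration at each compound concentration.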
* hit, by the source's call; i = inactive; ? = inconclusive; . = no result given; & = joins results of further samples; [ ] = dose if it differs, or a comment. Unless noted, calls come from the whole dose curve; as a rule, active = well fitted curve in the direction sought with a large enough effect; inconclusive = small, poorly fitted or top-dose-only effect, or another doubt; inactive = no such curve, though single readings can be large; an effect the other way counts as inactive or inconclusive.

SMILES	BRCT PPI green	TexasRed autofl	BRCT PPI red	Fluorescein fluor	HEK293 cAMP ctrl	Rhodamine autofl	A350 fluor	Caspase-1 inhib	USP2a inh	Caspase-7 inhib	4MU fluor
Ic1ccccc1CN[C@@H]1C2CCN(CC2)[C@H]1C(c1ccccc1)c1ccccc1	0.4%	i	-1.1%	i	?	i	i	3%	2%	-2%	i
CCCCCl	-3.1%	.	0.2%	.	11%	.	.	-2%	.	1%	.
Cc1cc(OC(=O)CCNC(=O)OC(C)(C)C)c2c3c(c(=O)oc2c1)CCC3	3.3%	?	-1.1%	i	?	i	?	-1%	11%	-2%	?
c1cnc(N2CC3(CCNCC3)C2)nc1	-0.9%	i	-0.3%	?	8%	i	i	-3%	-1%	1%	i
Oc1ccc(Cl)cc1Cc1cc(Cl)ccc1O	-3.4%	.	-0.8%	.	26%	.	.	?	?	-18%	.
C=C[C@H]1CN2CC[C@@H]1C[C@H]2[C@@H](O)c1ccnc2ccccc12	-0.6%&-0.8%[34.4 µM]	i	1.9%&1.7%[34.4 µM]	?	20%&-1%[25.6 µM]	i	?	-2%&3%[25.7 µM]	16%&-4%[17.1 µM]	1%&1%[25.7 µM]	?
ClC1=C(Cl)C(Cl)(Cl)C(Cl)=C1Cl	-2.0%	.	-2.1%	.	12%	.	.	-2%	.	-1%	.
NC(CCl)=N[C@H]1CN2CCC1CC2	0.3%[15.4 µM]	?	-1.2%[15.4 µM]	i	7%[11.4 µM]	i	i	0%[11.5 µM]	.	-2%[11.5 µM]	i
c1cnc(N2CC[C@@]3(CCCNC3)C2)nc1	0.7%	i	-0.7%	i	?	i	i	-12%	24%	0%	i
CCCCCCCC(=O)Cl	-2.7%	.	-1.3%	.	?	.	.	0%	.	0%	.
C[C@H]1CC[C@@]2(NC1)O[C@@H]1C[C@H]3[C@@H]4CC[C@@H]5C[C@@H](O)CC[C@@]5(C)[C@@H]4CC[C@]3(C)[C@@H]1[C@@H]2C	-0.5%[34.4 µM]	?	0.3%[34.4 µM]	i	-2%[25.6 µM]	i	i	-5%[25.7 µM]	74%[activator][17.1 µM]	-1%[25.7 µM]	i
CCOP(=S)(OCC)Oc1cc(C)nc(C(C)C)n1	0.4%	.	0.7%	.	-31%[inhibitor]	.	.	-7%	.	0%	.
CCc1nnc(NC(=O)CCc2nc(C3=CCN(C)CC3)no2)s1	0.1%	?	0.3%	i	?	i	i	0%	2%	0%	i
Clc1ccccc1Cl	-1.2%	.	1.4%	.	-45%[inhibitor]	.	.	-1%	.	2%	.
C[C@H]1CC[C@@]2(NC1)O[C@@H]1C[C@H]3[C@@H]4CC=C5C[C@@H](O)CC[C@]5(C)[C@@H]4CC[C@]3(C)[C@@H]1[C@@H]2C	0.0%[34.4 µM]	?	-0.7%[34.4 µM]	?	0%[25.6 µM]	i	i	-1%[25.7 µM]	4%[17.1 µM]	1%[25.7 µM]	i
CN1CCC2=C[C@H](O)[C@@H]3OC(=O)c4cc5c(cc4[C@H]3[C@H]21)OCO5	0.7%[34.4 µM]	i	0.5%[34.4 µM]	?	-3%[25.6 µM]	i	i	-2%[25.7 µM]	-12%[17.1 µM]	0%[25.7 µM]	i
Cc1ccc(CN2C(=O)NC(=O)C3(Cc4c(nc5ccccn5c4=O)N4CCCCCC43)C2=O)cc1 (configuration not stated)	-2.1%	i	-0.4%	?	8%	i	?	1%	3%	1%	i
Clc1ccc(C(c2ccc(Cl)cc2)C(Cl)Cl)cc1	2.3%	.	1.2%	.	?	.	.	-1%	.	-1%	.
CCOC(=O)c1c(-c2ccc(OC)cc2)oc2ccc(OC(=O)N(C)C)cc12	0.8%	i	-1.1%	i	15%	i	3.5e-07M*	-2%	-9%	-4%	4.2e-07M*
O=C1NC(=O)C(=O)C(=O)N1	-2.4%	.	1.2%	.	.	.	.	2%	10µM*	0%	.

Profiles as entered above. Screens in order: BRCT PPI green, TexasRed autofl, BRCT PPI red, Fluorescein fluor, HEK293 cAMP ctrl, Rhodamine autofl, A350 fluor, Caspase-1 inhib, USP2a inh, Caspase-7 inhib, 4MU fluor
Clc1ccc(C(c2ccc(Cl)cc2)C(Cl)Cl)cc1 in the list: 2.3%, ., 1.2%, ., ?, ., ., -1%, ., -1%, .
CCCCCCCC(=O)Cl in the list: -2.7%, ., -1.3%, ., ?, ., ., 0%, ., 0%, .
Cc1ccc(CN2C(=O)NC(=O)C3(Cc4c(nc5ccccn5c4=O)N4CCCCCC43)C2=O)cc1 (configuration not stated) in the list: -2.1%, i, -0.4%, ?, 8%, i, ?, 1%, 3%, 1%, i
Ic1ccccc1CN[C@@H]1C2CCN(CC2)[C@H]1C(c1ccccc1)c1ccccc1 in the list: 0.4%, i, -1.1%, i, ?, i, i, 3%, 2%, -2%, i
c1cnc(N2CC[C@@]3(CCCNC3)C2)nc1 in the list: 0.7%, i, -0.7%, i, ?, i, i, -12%, 24%, 0%, i

Next compounds follow.
SMILES	BRCT PPI green	TexasRed autofl	BRCT PPI red	Fluorescein fluor	HEK293 cAMP ctrl	Rhodamine autofl	A350 fluor	Caspase-1 inhib	USP2a inh	Caspase-7 inhib	4MU fluor
CC(C)(C)[C@@]1(O)C[C@@H]2OC(=O)C[C@@]23C(=O)O[C@H]2OC(=O)[C@@H](O)[C@]231	.	i	.	i	-2%	i	i	.	.	.	i
CCCN1CCC[C@H](c2cccc(O)c2)C1	-1.4%&-2.1%	i	-1.8%&-0.6%	?	6%&10%	i	i	-3%&-1%	-1%&1%	0%&1%	i
COc1ccc(-n2c(SC)nc3ccccc3c2=O)cc1	.	i	.	i	.	i	i	.	.	.	i
CC(C)Sc1nnc([C@@H](N)Cc2c[nH]c3ccccc23)o1	0.0%	?	-0.5%	i	3%	i	i	0%	16%	-2%	i
CC(=NCc1ccc2c(c1)OCO2)c1c(O)[nH]c(=O)[nH]c1=O	21%	i	-1.5%	i	2%	i	i	0%	21%	-4%	i
N[C@@H](Cc1ccccc1)P(=O)(O)O	-0.9%[15.4 µM]	i	1.7%[15.4 µM]	i	3%[11.4 µM]	i	i	-2%[11.5 µM]	.	2%[11.5 µM]	i
CC(C)NC(=O)N1CCC2(CC1)CCN(C(=O)Oc1ccccc1)CC2	-1.0%	i	-1.1%	i	-2%	i	i	1%	12%	2%	i
c1ccc(Cn2ccnc2)cc1	.	i	.	?	.	i	i	.	.	.	i
CCC1(CCSC(=N)N)C(=O)NC(=O)NC1=O	-0.5%[15.4 µM]	i	-2.1%[15.4 µM]	i	10%[11.4 µM]	i	i	0%[11.5 µM]	.	1%[11.5 µM]	i
O=c1c2ccccc2nc(-c2ccco2)n1-c1ccccn1	-2.1%	.	0.5%	.	2%	.	.	-1%	0%	-1%	.
C=Cn1ccnc1P(=S)(c1cc(N(CC)CC)ns1)c1nccn1C=C	-0.2%	i	-0.6%	i	0%	i	i	-1%	18%	0%	i
O=C1Nc2cc(Cl)c(Cl)cc2N2CCNC[C@H]12	-1.4%	.	1.1%	.	18%	.	.	-1%	.	0%	.
CCC1C2CC3C4N(C)c5ccccc5[C@]45CC(C2C5O)N3C1O (some centres not stated)	-2.0%[3.08 µM]	.	1.6%	.	.	.	.	0%	-3%	1%	.
Cc1cc(N2C(=O)C3CCCN3C2c2ccccc2)no1 (configuration not stated)	-1.4%	i	-0.7%	i	5%	i	i	1%	1%	0%	i
Cc1ccc(C)c(NC(=O)CSc2nnc([C@@H](N)Cc3c[nH]c4ccccc34)o2)c1	0.2%	?	0.1%	i	-10%	i	?	-6%	38%[activator]	-6%	1.9e-08M*
COC(=O)[C@@]1(Cc2ccccc2)[C@H]2c3cc(C(=O)N(C)C)n(C)c3C[C@H]2CN1C(=O)c1ccccc1	-1.6%	.	-1.7%	.	25µM*	.	.	-2%	.	-6%	.
O=S(=O)(O)F	-2.1%	.	-4.0%	.	-24%	.	.	-6%	.	-2%	.
CC(C)c1ccc2c(c1)CC[C@H]1[C@](C)(CN)CCC[C@]21C	-1.7%	.	-0.3%	.	-55%[inhibitor]	.	.	0%	.	0%	.
O=C(O)[C@H]1[C@H](C(=O)O)[C@H]2CC[C@@H]1O2	-2.0%	i	-3.8%	i	5%	i	i	2%	-5%	1%	i
CC(C)Oc1cccnc1N(C)C1CCN(Cc2ccccc2)CC1	-1.6%	i	-2.3%	?	15%	i	i	3%	-2%	-2%	?

These rows are one share of the data; the hit share may differ from the screen's.
